Source: PubChem BioAssay (The Scripps Research Institute Molecular Screening Center)
PME-1 inh – PME-1 inhibitors via competitive probe labeling, primary screen, biochemical, fluorescence polarization, FP-Rh probe, HTS | AID 2130, 2009 | inhibition, % at 5.9 µM | Protein phosphatase methylesterase 1 (Homo sapiens), Q9Y570 | recombinant PME-1 | actives 0.53% (n = 320,000);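 active means inhibition above the campaign mean of all compounds plus 3 SD, cut at about 26% in these data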;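 further: competitive labeling of PME-1 active site by serine hydrolase directed probe; 0% = PME-1 with DMSO and 100% = wells lacking PME-1 enzyme; inhibitors block probe labeling so polarization falls and inhibition rises; many of its hits are not listed in these tables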
Target sequence (Q9Y570 whole entry, looked up): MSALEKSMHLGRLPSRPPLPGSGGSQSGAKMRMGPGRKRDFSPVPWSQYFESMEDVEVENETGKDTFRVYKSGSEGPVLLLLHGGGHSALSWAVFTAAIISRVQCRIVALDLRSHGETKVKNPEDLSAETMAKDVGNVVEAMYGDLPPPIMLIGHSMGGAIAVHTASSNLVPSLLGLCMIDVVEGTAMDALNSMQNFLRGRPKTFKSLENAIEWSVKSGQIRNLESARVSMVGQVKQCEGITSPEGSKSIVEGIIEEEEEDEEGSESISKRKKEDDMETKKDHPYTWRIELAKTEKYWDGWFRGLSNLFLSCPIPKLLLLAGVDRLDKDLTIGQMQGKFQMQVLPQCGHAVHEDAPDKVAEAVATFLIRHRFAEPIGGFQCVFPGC
LYPLA2 inh – LYPLA2 inhibitors, primary screen, counter-screen for PME1 inhibitor project, biochemical, fluorescence polarization, FP-Rh probe ABPP | recombinant LYPLA2 | inhibition, % at 5.9 µM | Acyl-protein thioesterase 2 (Homo sapiens), O95372 | actives 0.38% (n = 320,000) | AID 2177, 2009;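 active means inhibition above the screen-wide mean plus 3 SD, limit set per campaign, cut at about 26% in these data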;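 further: 0% = LYPLA2 with DMSO and 100% = wells lacking LYPLA2 enzyme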
PAFAH1B2 FP inh – PAFAH1B2 enzyme inhibitors, primary screen, biochemical, fluorescence polarization, human. recombinant PAFAH1B2, FP-rhodamine activity probe. actives 1.2% (n = 340,000). AID 492953, 2010. inhibition, % at 3.39 µM;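 active means inhibition above the mean of all tested compounds plus 3 SD, cut at about 24% in these data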;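 further: 0% = enzyme with DMSO and 100% = wells lacking PAFAH1B2; many of its hits are not listed in these tables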
LYPLA1 inh – LYPLA1 inhibitors, primary screen, counter-screen for PME1 inhibitor project, biochemical, fluorescence polarization, FP-Rh probe ABPP | inhibition, % at 5.9 µM | Acyl-protein thioesterase 1 (Homo sapiens), O75608 | AID 2174, 2009 | recombinant LYPLA1 | actives 0.16% (n = 320,000);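 active means inhibition above the mean of all tested compounds plus 3 SD, set per campaign, cut at about 14% in these data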;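 further: inhibitors block serine hydrolase probe labeling of LYPLA1 so polarization falls; 0% = enzyme with DMSO and 100% = wells lacking LYPLA1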
GSTO1 counter – inhibitors of recombinant GSTO1, primary screen, counter-screen for RBBP9 inhibitor project, biochemical, fluorescence polarization; Glutathione S-transferase omega-1 (Homo sapiens), P78417; inhibition, % at 5.96 µM; activity-based probe fluorescence polarization; actives 1.1% (n = 300,000);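 active means inhibition above the campaign mean inhibition plus 3 SD, cut at about 35% in these data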;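 further: 0% = GSTO1-1 with DMSO and 100% = wells lacking GSTO1-1 enzyme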
PAD4 FP inh – human PAD4 inhibitors, primary screen, biochemical, fluorescence polarization, 1536-well format | Protein-arginine deiminase type-4 (Homo sapiens), Q9UM07 | recombinant PAD4, RCA probe fluorescence polarization | inhibition, % at 6.36 µM | actives 0.41% (n = 330,000);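 active means percent inhibition above a cutoff equal to the mean of all tested compounds plus 3 SD, cut at about 15% in these data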;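 further: 0% = PAD4 with RCA probe and DMSO and 100% = probe without PAD4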
Target sequence (Q9UM07 whole entry, looked up): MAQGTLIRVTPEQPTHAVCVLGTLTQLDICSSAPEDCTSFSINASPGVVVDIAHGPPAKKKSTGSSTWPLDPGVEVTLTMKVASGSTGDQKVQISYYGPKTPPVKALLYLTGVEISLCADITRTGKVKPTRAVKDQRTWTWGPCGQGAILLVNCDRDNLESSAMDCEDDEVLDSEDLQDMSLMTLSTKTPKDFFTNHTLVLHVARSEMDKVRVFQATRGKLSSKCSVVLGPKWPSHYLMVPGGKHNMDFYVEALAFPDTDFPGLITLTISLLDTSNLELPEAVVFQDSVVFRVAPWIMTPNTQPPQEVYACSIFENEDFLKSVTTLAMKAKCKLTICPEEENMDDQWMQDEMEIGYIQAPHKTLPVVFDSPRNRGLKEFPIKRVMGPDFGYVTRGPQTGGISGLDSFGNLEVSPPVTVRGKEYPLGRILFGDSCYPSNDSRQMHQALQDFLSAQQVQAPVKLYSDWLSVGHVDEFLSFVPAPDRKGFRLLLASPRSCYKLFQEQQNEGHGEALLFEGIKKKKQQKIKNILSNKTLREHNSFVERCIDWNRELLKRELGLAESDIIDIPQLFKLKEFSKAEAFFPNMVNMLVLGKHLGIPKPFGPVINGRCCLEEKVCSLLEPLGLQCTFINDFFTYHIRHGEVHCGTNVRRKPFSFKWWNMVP
PAFAH2 inh – PAFAH2 enzyme inhibitors, primary screen, biochemical, fluorescence polarization, human. Platelet-activating factor acetylhydrolase 2, cytoplasmic (Homo sapiens), Q99487. recombinant PAFAH2, FP-rhodamine activity probe. inhibition, % at 3.39 µM. actives 0.99% (n = 340,000). AID 492956, 2010;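 active means inhibition above the mean over all tested compounds plus 3 SD, cut at about 30% in these data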;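 further: inhibitors block probe labeling of enzyme so polarization drops; 0% = enzyme with DMSO and 100% = wells lacking PAFAH2 protein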
PAFAH1B3 inh – PAFAH1B3 enzyme inhibitors, primary screen, biochemical, fluorescence polarization, human. inhibition, % at 3.39 µM. actives 0.28% (n = 340,000). recombinant PAFAH1B3, FP-rhodamine probe. Platelet-activating factor acetylhydrolase IB subunit alpha1 (Homo sapiens), Q15102;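 active means inhibition above the screen-wide average of all tested compounds plus 3 SD, cut at about 25% in these data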;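 further: 0% = enzyme with DMSO only and 100% = wells lacking PAFAH1B3 protein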
pPAFAH FP inh – pPAFAH enzyme inhibitors, primary screen, biochemical, fluorescence polarization, human. Platelet-activating factor acetylhydrolase (Homo sapiens), Q13093. actives 1.5% (n = 330,000). recombinant pPAFAH, FP-rhodamine probe fluorescence polarization. inhibition, % at 3.39 µM;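 active means inhibition above the mean inhibition across the screen plus 3 SD, cut at about 25% in these data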;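 further: inhibitors block binding of the rhodamine activity-based probe so polarization drops; 0% = enzyme with DMSO and 100% = wells lacking pPAFAH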
The depositor's hits bear a star; . = not tested or not shown. Only part of the results is shown; rates above refer to the full screens.

SMILES	PME-1 inh	LYPLA2 inh	PAFAH1B2 FP inh	LYPLA1 inh	GSTO1 counter	PAD4 FP inh	PAFAH2 inh	PAFAH1B3 inh	pPAFAH FP inh
CC1CCC2[C@@H](C)C(=O)OC3O[C@]4(C)CCC1C32OO4 (some centres undefined)	3	1	1	2	12	-3	3	-4	0
Cc1ccc(CN2CCCC(C(=O)c3cccc(C(F)(F)F)c3)C2)o1 (centres undefined)	0	-2	4	-4	-1	-4	-1	0	3
COc1ccccc1-n1c(/C=C/c2ccccn2)nc2ccccc2c1=O	2	6	4	-3	1	-1	7	10	8
CC1(C)C(C(=O)N2CCN(C(=O)c3ccccc3)CC2)C1(C)C	-6	2	8	0	1	-2	-2	6	0
Cc1ccc([N+](=O)[O-])cc1	-1	7	4	-2	.	2	-1	8	0
Cc1cc(C(=O)CS(=O)c2ccc(F)cc2)cc(C)c1OC(=O)N(C)C (centres undefined)	-3	3	9	-3	7	-4	-6	-3	5
COc1cc(N2C(=O)CC(=O)NC2=O)cc(OC)c1OC	-7	-2	-2	-2	11	-3	-2	0	-2
C=CCn1c(O)c(C(C)=O)c(=O)[nH]c1=O (tested in a mixture with another compound)	-1	-1	5	1	2	1	-2	2	1
CC(C)(C)N1C(=O)NC(=O)/C(=C\c2ccc3c(c2)CCN3CCCCl)C1=O	-1	1	-3	-5	38*	1	10	0	17
Cc1ccccc1N1C(=O)NC(=O)/C(=C\c2cnn(-c3ccccc3)c2)C1=O	-3	4	8	-3	1	-4	16	12	2
O=C1NC(=O)C(=CN2CCc3ccccc32)C(=O)N1	-1	1	-2	1	39*	-8	0	-1	7
CCC1(OC(=O)CN)C(=O)OCc2c1cc1n(c2=O)Cc2cc3ccccc3nc2-1 (centres undefined)	-3	-1	3	2	-3	-5	0	9	3
CN1CCN(c2ccc(/C=C3\C(=O)NC(=S)N(c4cccc(Br)c4)C3=O)o2)CC1	-35	-27	-25	-21	-18	-10	-38	-40	8
COc1cccc(N2CCN(Cc3cccc(Cl)c3)CC2)c1	-2	10	5	-2	2	-2	-1	8	0
CCCCc1ccc2[nH]cc(CCN)c2c1	4	2	3	3	-3	4	-3	-6	5
Cc1ccccc1N1C(=O)NC(=O)/C(=C\c2ccc3c(c2)CCCN3Cc2ccccc2)C1=O	-2	3	13	1	14	-1	17	3	11
COC(=O)C1=C(c2cc3ccccc3o2)C[C@@H]2CC[C@H]1N2C(=O)N1CCCCC1	0	-12	8	0	0	-4	5	11	6
COc1ccc(C(CNC(=O)Cc2ccc(Cl)c(Cl)c2)N2CCCCC2)cc1 (centres undefined)	1	6	6	4	4	1	-4	1	-1
C=CC[C@@H](C)CC(=O)C(CCCN=[N+]=[N-])SOOc1ccccc1 (some centres undefined)	-1	2	3	0	-2	-2	-2	5	-3
Cc1c(C)c2ccc(OCC(=O)N3C[C@H]4C[C@@H](C3)c3cccc(=O)n3C4)cc2oc1=O	1	-1	-3	1	-3	-5	0	17	2
CN(C)/C=C/C(=O)C(Cl)(Cl)Cl	-2	0	5	-1	7	-5	2	3	3
COc1ccc(CNCCc2ccccc2F)c(OC)c1C	-3	5	4	7	8	-1	-2	-1	-3
CCN1CCC(N(C)C2CCCCC2)CC1	-2	3	0	-1	7	4	12	6	2
FC(F)(F)c1cccc(N2CCNCC2)c1	0	-1	.	-1	1	0	.	.	2
COc1ccc2c3c1OC1C(=O)CC[C@@]4(O)[C@@H](C2)N(CC2CC2)CC[C@]314 (some centres undefined)	.	.	-3	.	.	-9	-4	-6	3

The results go on.
SMILES	PME-1 inh	LYPLA2 inh	PAFAH1B2 FP inh	LYPLA1 inh	GSTO1 counter	PAD4 FP inh	PAFAH2 inh	PAFAH1B3 inh	pPAFAH FP inh
CCCOc1ccccc1NP(=O)(Oc1ccccc1)Oc1ccccc1	2	-1	-1	0	5	4	3	3	4
O=C(Cn1c(NCCCl)nc2ccccc21)c1ccc(Br)cc1	-6	-1	2	-1	11	3	-6	-5	2
CC(=O)c1cccc(NC(=O)N2C[C@H]3C[C@@H](C2)c2cccc(=O)n2C3)c1	1	8	2	4	10	-3	-2	2	-3
c1ccc2c(c1)CNc1ccccc1O2	-5	-5	3	-5	8	0	3	9	3
COC1=CCC2([N+](=O)[O-])CN(C)CC1([N+](=O)[O-])C2 (centres undefined)	-2	3	-1	0	2	-2	6	3	3
COc1ccccc1CCNC1CCC(C)CC1 (centres undefined)	-5	8	2	-1	4	0	6	1	2
O=c1[nH]c(=S)n(C2CC2)c(O)c1C=NCCc1ccccc1	2	8	.	1	4	-1	.	.	-1
CCN1CCC2(CC1)NC(=O)c1ccccc1O2	-3	-1	-3	1	6	0	-3	5	3
Cc1ccc(OCC(=O)N2CCN(Cc3ccc4c(c3)OCO4)CC2)cc1C	-7	1	4	-3	10	-1	5	12	-2
CCCCn1c(O)c(C(C)=NCCCN(CC)CC)c(=O)[nH]c1=O	-3	2	6	3	-3	-1	2	-4	0
CC1(C)C(=O)C=C[C@]2(C)[C@H]3CC[C@@]4(C)[C@H](c5ccoc5)OC(=O)[C@H]5O[C@]54[C@]3(C)[C@H](O)C[C@@H]12	-2	-5	.	-4	0	3	.	.	1
CN(CC1COc2ccccc2O1)c1nc(-c2cccnc2)nc2ccccc12 (centres undefined)	0	-2	3	-7	-3	-3	-4	1	0
COC(=O)c1c(C)n(Cc2ccco2)c2ccc(O)cc12	6	3	4	2	3	-3	1	-4	6
O=[N+]([O-])O[C@H]1CO[C@H]2[C@@H]1OC[C@H]2O[N+](=O)[O-]	-3	0	0	-1	9	2	-2	1	3
COc1ccc(-n2c(O)c(/C=C3\C=Nc4ccc(Br)cc43)c(=O)[nH]c2=O)cc1	-2	-2	1	-3	-3	-4	26	8	1
CCOP(=S)(OCC)SCC(=O)NC(C)(CC)C(=O)O (centres undefined)	-6	4	5	1	11	2	3	6	-2
Oc1ccc(/C=N/NP(=S)(c2ccccc2)c2ccccc2)cc1	-1	-4	2	-6	-5	-9	6	4	-2
O=C(C[n+]1ccn(CCCNP2(=O)C=C(c3ccccc3)OC(c3ccccc3)=C2)c1)c1ccccc1	0	0	4	0	2	-1	1	10	-1
COc1ccccc1CCNC1C2CC3CC(C2)CC1C3 (centres undefined)	-1	-3	6	-2	3	5	0	17	-2
CCn1c(=O)n(CC(=O)N2CCC3(CC2)OCCO3)c(=O)c2ccccc21	-7	-3	2	-2	6	-3	-3	-1	0
O=C(CCC(=O)N1C[C@H]2C[C@@H](C1)c1cccc(=O)n1C2)NCc1ccccc1	-1	-4	0	-3	2	3	0	1	1
CSc1ccc(C(=O)C2CCCN(C)C2)cc1 (centres undefined)	-7	1	3	2	1	-4	6	10	-1
COC(=O)C1=C(c2cccc(OCc3ccccc3)c2)C[C@@H]2CC[C@H]1N2C(=O)NNCc1ccccc1	-4	3	6	-1	.	-2	1	-1	3
O=C(C[N+]12CCC(CC1)C(CO)C2)c1ccc(Br)cc1 (centres undefined)	-2	-3	6	-4	-9	1	1	1	2
O=C1CC(=O)N(c2cccc(C(F)(F)F)c2)C(=O)N1	-2	4	4	-4	16	-6	0	7	2

Exported field by field: entries from further up
O=c1[nH]c(=S)n(C2CC2)c(O)c1C=NCCc1ccccc1
  PME-1 inh: 2 | LYPLA2 inh: 8 | PAFAH1B2 FP inh: . | LYPLA1 inh: 1 | GSTO1 counter: 4 | PAD4 FP inh: -1 | PAFAH2 inh: . | PAFAH1B3 inh: . | pPAFAH FP inh: -1

CCN1CCC2(CC1)NC(=O)c1ccccc1O2
  PME-1 inh: -3 | LYPLA2 inh: -1 | PAFAH1B2 FP inh: -3 | LYPLA1 inh: 1 | GSTO1 counter: 6 | PAD4 FP inh: 0 | PAFAH2 inh: -3 | PAFAH1B3 inh: 5 | pPAFAH FP inh: 3

Some of these compounds in order of heavy-atom count, rising.
SMILES	PME-1 inh	LYPLA2 inh	PAFAH1B2 FP inh	LYPLA1 inh	GSTO1 counter	PAD4 FP inh	PAFAH2 inh	PAFAH1B3 inh	pPAFAH FP inh
CSc1ccc(C(=O)C2CCCN(C)C2)cc1 (centres undefined)	-7	1	3	2	1	-4	6	10	-1
O=c1[nH]c(=S)n(C2CC2)c(O)c1C=NCCc1ccccc1	2	8	.	1	4	-1	.	.	-1
O=C(Cn1c(NCCCl)nc2ccccc21)c1ccc(Br)cc1	-6	-1	2	-1	11	3	-6	-5	2
Oc1ccc(/C=N/NP(=S)(c2ccccc2)c2ccccc2)cc1	-1	-4	2	-6	-5	-9	6	4	-2
CN(CC1COc2ccccc2O1)c1nc(-c2cccnc2)nc2ccccc12 (centres undefined)	0	-2	3	-7	-3	-3	-4	1	0
CC1(C)C(=O)C=C[C@]2(C)[C@H]3CC[C@@]4(C)[C@H](c5ccoc5)OC(=O)[C@H]5O[C@]54[C@]3(C)[C@H](O)C[C@@H]12	-2	-5	.	-4	0	3	.	.	1
O=C(C[n+]1ccn(CCCNP2(=O)C=C(c3ccccc3)OC(c3ccccc3)=C2)c1)c1ccccc1	0	0	4	0	2	-1	1	10	-1

Continued.
SMILES	PME-1 inh	LYPLA2 inh	PAFAH1B2 FP inh	LYPLA1 inh	GSTO1 counter	PAD4 FP inh	PAFAH2 inh	PAFAH1B3 inh	pPAFAH FP inh
Cc1c(C(=O)N2CCC3(CC2)OCCO3)sc2ncnc(N3CCc4ccccc4C3)c12	-3	1	0	-1	5	-4	2	-1	3
O=C1OCCC1NC1=NCCC1 (centres undefined)	-2	2	3	3	2	3	-8	-8	-3
C=CCN1C(=O)/C(=C\c2ccc(N3CCOCC3)o2)C(=O)NC1=S	-18	-15	1	-10	1	-3	-6	-5	4
Cc1ccc(-c2cc(C(F)F)n3ncc(C(=O)N4CCC5(CC4)OCCO5)c3n2)cc1	-1	-2	5	-1	-9	-3	7	3	-3
COc1ccc(/C=C/C2=CCN(C)CC2)cc1	1	4	-4	3	-2	1	-4	0	5
CC(C)CCC1(CN2CCCC2=O)C(=O)NC(=O)NC1=O	-4	9	3	0	-1	-4	9	6	6
Cc1cccc(NC(=O)N2C[C@H]3C[C@@H](C2)c2cccc(=O)n2C3)c1	3	7	-1	1	-6	0	-3	5	1
COC(=O)C1=C(c2ccc(F)cc2OCc2ccccc2)C[C@@H]2CC[C@H]1N2C(=O)NCc1ccccc1OC	-9	-4	-2	-4	.	0	-6	2	3
COC(=O)C1=C(c2ccccc2)C[C@@H]2CC[C@H]1N2C(=O)NCCO	2	-5	-6	-1	3	-1	-1	3	3
